Assay outcomes deposited in PubChem BioAssay by The Scripps Research Institute Molecular Screening Center.
TAAR1 agonist: human TAAR1 agonism. CHO RD-HGA16 TAAR1, Fluo-8 calcium fluorescence; vehicle wells 0%, saturating PEA agonist 100%. activation, % at 3 µM. Q96RJ0. 360,000 tested, 0.99% active;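 active = activation above the mean activation of all test compounds in the run plus 3 SD, cut at about 38% in these data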
Target sequence (Q96RJ0 whole entry, looked up): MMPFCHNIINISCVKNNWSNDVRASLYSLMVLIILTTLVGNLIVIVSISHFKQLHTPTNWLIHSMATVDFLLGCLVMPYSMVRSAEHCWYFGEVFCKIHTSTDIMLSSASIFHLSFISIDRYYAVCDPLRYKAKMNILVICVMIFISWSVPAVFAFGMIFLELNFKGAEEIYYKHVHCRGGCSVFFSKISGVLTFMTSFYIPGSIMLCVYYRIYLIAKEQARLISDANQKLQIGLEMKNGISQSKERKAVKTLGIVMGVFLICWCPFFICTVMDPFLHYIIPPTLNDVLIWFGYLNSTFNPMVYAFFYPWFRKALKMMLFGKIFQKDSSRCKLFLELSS
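Test system: RD-HGA16 (CHO) cells co-expressing Gα16 and hTAAR1; dosing: one-point dosing at 3 µM (nominal); timing: 17-24 h seeding, 75 min 37 °C dye, 30 min RT; signal: kinetic Fluo-8 calcium fluorescence; read-out basis: % activation relative to PEA EC100 response; controls: DMSO and PEA EC100; replicates: n 1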
CHO-K1 Ca ag: nonselective activator or artifact in parental CHO-K1 cells; activation, % at 3 µM; Fluo-8 calcium fluorescence; scaled to maximal ATP response, vehicle zero; 360,000 tested, 0.48% active; AID 602248; in the data active = activation above about 15%;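 also: untransfected CHO-K1 host cells lacking M1 receptor as counterscreen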
CHRM1 agonist: agonists of human M1 muscarinic receptor | P11229 | AID 588814 | 360,000 tested, 0.33% active | activation, % at 3 µM | CHO-K1 hM1, Fluo-8 calcium fluorescence, agonist mode; 0% DMSO, 100% acetylcholine EC100;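 active = activation above the run's mean compound activation plus 3 SD, cut at about 16% in these data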;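 also: peak over basal fluorescence ratio within a 140 s kinetic read after compound addition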
Target sequence (P11229 whole entry, looked up): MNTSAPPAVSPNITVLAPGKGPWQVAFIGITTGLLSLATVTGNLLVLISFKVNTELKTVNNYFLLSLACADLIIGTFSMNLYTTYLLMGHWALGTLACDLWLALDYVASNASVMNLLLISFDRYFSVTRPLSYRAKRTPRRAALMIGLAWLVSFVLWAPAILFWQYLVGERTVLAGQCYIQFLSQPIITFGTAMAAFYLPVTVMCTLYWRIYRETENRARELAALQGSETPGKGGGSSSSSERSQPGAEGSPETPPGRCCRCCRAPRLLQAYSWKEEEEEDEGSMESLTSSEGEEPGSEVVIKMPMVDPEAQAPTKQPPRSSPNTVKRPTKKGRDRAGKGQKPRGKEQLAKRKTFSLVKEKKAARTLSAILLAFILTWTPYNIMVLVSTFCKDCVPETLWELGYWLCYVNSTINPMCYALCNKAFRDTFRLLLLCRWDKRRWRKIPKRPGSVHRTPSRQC
CHRM1 antagonist: blocks human M1 muscarinic receptor | CHO-K1 hM1, Fluo-8 calcium fluorescence, ACh EC80 antagonist | inhibition, % at 3 µM | 360,000 tested, 1.3% active;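 active = percent inhibition above its own plate's cutoff, namely the mean of that plate's compound wells plus 3 SD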;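 also: peak over basal fluorescence ratio during 140 s after agonist addition; 0% = ACh EC80 plus DMSO and 100% = DMSO alone without agonist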
M1 PAM: human CHRM1 positive allosteric modulation | activation, % at 3 µM | AID 588819 | 360,000 tested, 0.088% active | CHO-K1 hM1, Fluo-8 calcium fluorescence, ACh EC20; 0% = ACh EC20, 100% = maximal ACh; in the data active = activation above about 19%, passing the limit was not always enough
TAAR1 antagonist: antagonists of human TAAR1. CHO RD-HGA16 TAAR1, Fluo-8 calcium fluorescence, antagonist. 360,000 tested, 1.5% active. inhibition, % at 3 µM;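 active = inhibition above a per-plate cutoff, the mean inhibition of test compounds on that plate plus 3 SD, cut at about 49% in these data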;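 also: 0% = DMSO plus EC80 beta-PEA response and 100% = DMSO alone without agonist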
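Test system – hTAAR1-expressing CHO RD-HGA16 cells, Gα16-coupled · Also added – β-PEA at EC80 concentration, post-compound challenge · Compound – 3 µM, single point · Incubation – dye loading 75 min at 37 °C, then 30 min room temperature · Measured by – Fluo-8 intracellular calcium dye fluorescence, real-time kinetic reads · Benchmarks – vehicle and agonist controls · Replicates – singlicate, one well per test compound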
CHO parental Ca: counter-screen for OX1R antagonists: effect in parental CHO cells. parental CHO-K1, ATP-induced calcium, Fluo-8 fluorescence. inhibition, % at 5.6 µM. 330,000 tested, 0.63% active. AID 463079;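 active = inhibition above that plate's mean sample inhibition plus 3 SD, cut at about 26% in these data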;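 also: 0% = ATP-challenged DMSO wells and 100% = DMSO wells without ATP; some compounds past the cut are filed as inactive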
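Material: Parental CHO cells | Reagent: ATP | Compound dosing: Single nominal dose of 5.6 µM per compound | Detection: Intracellular calcium via Fluo-8 no-wash fluorescent dye | Read-out: % inhibition of ATP-induced calcium mobilization | Benchmarks: Low control ATP plus DMSO, high control DMSO only | Replicates: Singlicate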
CHO-K1 Ca antag: nonselective inhibitor or artifact in parental CHO-K1 cells; 360,000 tested, 0.6% active; AID 602250; inhibition, % at 3 µM; ATP-induced calcium, Fluo-8 fluorescence;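 active = inhibition above a per-plate cutoff, the plate's mean sample inhibition plus 3 SD, cut at about 24% in these data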;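 also: 0% = DMSO plus EC80 ATP and 100% = DMSO alone without ATP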
CHO-K1 Ca PAM: M1 PAM counterscreen hit in parental CHO-K1 cells. ATP EC20, Fluo-8 calcium fluorescence; 0% at ATP EC20, 100% at ATP max. activation, % at 3 µM. 360,000 tested, 0.02% active;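 active = activation above the run cutoff, the mean activation of all test compounds plus 3 SD, cut at about 40% in these data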;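 also: peak over basal fluorescence ratio in a 140 s read after ATP addition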
Starred values were filed as active, the others as inactive; / = no result given.

SMILES	TAAR1 agonist	CHO-K1 Ca ag	CHRM1 agonist	CHRM1 antagonist	M1 PAM	TAAR1 antagonist	CHO parental Ca	CHO-K1 Ca antag	CHO-K1 Ca PAM
CC(=O)Nc1cccc(C(=O)/C=C/c2ccc(F)cc2)c1	4	2.7	2	-5	13	15	-7	-1	9
CC(=O)Nc1cc(-c2cccc(C(=O)N(C)C)c2)cn2c(-c3ccc(F)c(Cl)c3)cnc12	10	1.6	-4	15	-11	26	/	-1	2
O=C(NC1CCCCC1)c1cccc(N2C(=O)CCC2=O)c1	1	2.0	-2	-9	10	-18	/	-3	10
O=S(=O)(c1ccccc1F)N1CCCc2ccccc21	3	-0.5	-1	-11	11	-16	-7	7	-25
O=[N+]([O-])c1ccc(OCCO)c(P(=O)(c2ccccc2)c2ccccc2)c1	0	-0.2	3	-9	18	-14	-19	-6	7
Cc1nc2ccccc2cc1C(=O)O	11	0.3	1	-37	12	2	-6	-10	18
Cc1c(CN2CCC(CO)(CCOc3ccccc3)CC2)[nH]c2c(Cl)cccc12	41*	7.4	3	-3	5	26	24	-1	15
OCC[C@@H]1C[C@@H](O)[C@H](O)[C@@]2(OCc3ccccc32)O1	7	1.6	0	-1	15	-2	-1	-7	10
Cc1nnc(SCC(=O)Nc2ccc3c4c(cccc24)CC3)n1C	14	0.1	1	-12	9	1	-10	-7	17
CCc1ccccc1N(CC(=O)N1CCCCC1)S(=O)(=O)c1ccccc1	1	-0.5	-5	-10	7	5	-26	-5	4
c1ccc(CCCCc2ccccn2)cc1	3	0.0	-2	-10	-3	-31	/	-4	3
O=C(CCNC(=O)c1ccco1)Nc1ccc(Cl)cc1F	10	0.3	-3	-4	13	-4	-7	4	-8
Cc1occc1C(=O)N1CCCC(CO)(Cc2ccc(F)cc2F)C1 (stereo not given)	3	3.0	2	-21	11	-13	-11	-8	8
COc1ccc(CNC(=O)c2[nH]c(C)c(C(C)=O)c2C)cc1	-1	1.1	-4	1	1	12	-7	8	-14
COC(=O)c1ccc(N2C(=O)c3ccc(OC)c(OC)c3C2=O)cc1	2	-0.2	-3	0	0	-9	-2	6	4
CCCCn1nc(C(=O)NCC(c2cccs2)N2CCOCC2)c2ccccc2c1=O (stereo not given)	7	11	-1	10	-15	1	-19	-8	4
O=C(NCc1cccc(Cl)c1)C1Cc2c(-c3ccc(Cl)cc3)ccnc2O1 (stereo not given)	-2	0.1	2	-17	9	-7	/	-8	6
CN1C(=S)SC(N(O)C=C2C=CC(=O)C=C2)C1(C)C (stereo not given)	4	0.4	-4	-9	5	9	-7	-10	8
O=C(COc1ccc(C(=O)c2ccccc2)cc1)NC1CCCCCC1	13	10	-5	0	-10	27	-4	8	4
CCOc1ccccc1-c1cnc(NC)cn1	3	-0.3	-2	-20	12	-19	/	15	-3
O=C(Cn1nnc(-c2ccccc2NC(=O)c2cccs2)n1)Nc1ccccc1	25	0.7	-2	-11	5	45	-8	-17	22
COc1cc([N+](=O)[O-])ccc1NC(=O)Nc1cccnc1	32	1.0	-2	-14	10	-8	-3	1	-3
O=C(N/N=C/c1ccc2ncccc2c1)c1cccc([N+](=O)[O-])c1	-2	1.2	-3	-10	7	7	-10	-13	13
Cc1[nH]c(=O)[nH]c(=O)c1/C=N/NC(=O)[C@H](CC(C)C)NC(=O)OC(C)(C)C	9	0.7	-3	-7	7	2	-13	-6	21
CN(C)CCCn1c(SCCN2C(=O)c3ccccc3C2=O)nc2ccccc2c1=O	0	0.6	-7	7	-3	-2	-28	-3	-9

Four entries drawn at random from those above, as already listed:
SMILES	TAAR1 agonist	CHO-K1 Ca ag	CHRM1 agonist	CHRM1 antagonist	M1 PAM	TAAR1 antagonist	CHO parental Ca	CHO-K1 Ca antag	CHO-K1 Ca PAM
CCOc1ccccc1-c1cnc(NC)cn1	3	-0.3	-2	-20	12	-19	/	15	-3
COC(=O)c1ccc(N2C(=O)c3ccc(OC)c(OC)c3C2=O)cc1	2	-0.2	-3	0	0	-9	-2	6	4
CN1C(=S)SC(N(O)C=C2C=CC(=O)C=C2)C1(C)C (stereo not given)	4	0.4	-4	-9	5	9	-7	-10	8
CCCCn1nc(C(=O)NCC(c2cccs2)N2CCOCC2)c2ccccc2c1=O (stereo not given)	7	11	-1	10	-15	1	-19	-8	4

More results.
SMILES	TAAR1 agonist	CHO-K1 Ca ag	CHRM1 agonist	CHRM1 antagonist	M1 PAM	TAAR1 antagonist	CHO parental Ca	CHO-K1 Ca antag	CHO-K1 Ca PAM
CC(C)[C@H](NC(=O)c1cccc(S(=O)(=O)N2CCOCC2)c1)C(=O)Nc1nc2ccccc2s1	-2	-0.7	-10	-6	-1	-14	-31	-6	6
Cc1cc(NC(=O)CCc2ccc(C)o2)no1	10	0.3	2	-27	12	5	6	-10	21
Cc1cc(C)cc(NS(=O)(=O)c2ccc3c(c2)c(=O)n(C)c(=O)n3C)c1	18	2.1	1	0	6	-1	-19	-12	-5
N/C(COc1cccc(Cl)c1)=N\O	2	0.6	-2	-7	5	-36	1	-25	11
CCc1ccccc1N1C(=O)CN(Cc2cc(OC)c(OC)c(OC)c2)C1=S	7	6.2	2	-6	-4	12	-15	-10	-12
COc1ccc(NC(C)=O)cc1S(=O)(=O)NC(Cc1ccccc1)C(=O)O (stereo not given)	0	0.0	-1	-30	8	1	-6	-13	8
O=C1CSC(=NC2CCCCC2)N1	5	0.2	-3	-5	6	-11	7	18	-6
COc1ccc(C(C)(C)C)cc1NC(=S)NCCN1CCOCC1	1	0.6	-10	23	-22	7	-10	-5	-3
COc1ccc(C(=O)OC(C(=O)c2ccccc2)c2ccccc2)cc1 (stereo not given)	8	1.0	-3	-19	0	11	-22	12	5
CNc1nc(-c2ccc([N+](=O)[O-])cc2)cs1	1	0.9	-5	-8	1	-5	-7	-10	15
C[C@@H](C(=O)NCc1ccccn1)[C@@H]1C[C@@]1(C)[C@@H](NC(=O)OCc1ccccc1)c1ccccc1	6	-0.2	-6	-4	4	26	-29	-14	11
O=C(Nc1ccc(F)cc1)c1ccc(-n2cncn2)c([N+](=O)[O-])c1	6	3.9	-1	9	-1	16	1	-9	10
CCN(CC)c1ccc(CNc2ccc3c(c2)ncn3C(C)(C)C)cc1	2	1.3	-9	15	-22	2	-6	-15	12
CCOC(=O)c1c(CN2CCN(C)CC2)n(-c2ccccc2)c2cc(Br)c(O)cc12	19	3.4	-3	-3	2	-12	-23	-13	11
Cn1cc(C(=O)c2ccc(Cl)cc2Cl)cc1C(=O)N/N=C(\N)COc1ccc(Cl)cc1Cl	17	1.1	2	-5	9	17	-18	-6	15
Cc1ccc2c(c1)nnn2C1CCN(CC(=O)Nc2ccc(F)cc2)CC1	-2	0.4	-4	-2	0	-16	14	-9	3
CC(Sc1nncn1C)C(=O)Nc1nnc(-c2ccccc2)s1 (stereo not given)	2	0.2	-5	-18	6	-14	-8	-5	12
O=C(Nc1ccc(N2CCOCC2)cc1)C1CC(O)CN1S(=O)(=O)c1ccc(Cl)cc1 (stereo not given)	0	0.2	-2	20	-9	-2	-5	-2	-14
CC1CCCCN1C(=O)Cn1cnc2cc([N+](=O)[O-])ccc2c1=O (stereo not given)	2	-0.6	-1	1	6	-32	-13	7	-3
CC(C)(CO)N=C1NS(=O)(=O)c2cc([N+](=O)[O-])ccc21	0	0.4	-1	-2	2	15	-2	8	9
O=[N+]([O-])c1ccc(/C=N/NS(=O)(=O)c2ccc(Cl)cc2)o1	1	0.1	-1	-4	6	14	-8	-11	22
CCCCN(C(=O)NC(=O)Nc1ccccc1OCC)S(C)(=O)=O	12	0.0	-1	-16	10	12	-12	-6	14
Cc1nnc(CN(C)Cc2cn[nH]c2-c2ccc(-c3ccccc3)cc2)o1	1	1.4	0	-22	21	-25	-10	-12	24
CCn1c(COc2cccc(C)c2)nnc1SCC(=O)NC1CCCC1	-4	1.1	-1	-14	5	10	-16	-19	10
NC(=S)N/N=C/c1cn(CCC(=O)O)nc1-c1cccc(Br)c1	-2	-0.5	-3	3	2	8	8	-9	-5

Continuation:
SMILES	TAAR1 agonist	CHO-K1 Ca ag	CHRM1 agonist	CHRM1 antagonist	M1 PAM	TAAR1 antagonist	CHO parental Ca	CHO-K1 Ca antag	CHO-K1 Ca PAM
CCCC(=O)NC(=S)c1c(C)n(C)n(-c2ccccc2)c1=O	-2	-0.2	-4	-2	6	-62	-8	-1	3
COc1ccc(OC)c(C(c2nnnn2Cc2ccccc2)N2CCN(C3CCCCC3)CC2)c1 (stereo not given)	4	0.8	-8	-17	4	-2	-40	-16	23
CCc1ccc2[nH]cc(C(=O)N3CCCCCC3)c(=O)c2c1	1	-0.2	-2	-1	7	-6	-6	18	-6
COc1ccc(-n2ccnc2SCC(=O)NO)cc1	1	-0.2	-3	-20	9	-8	1	-7	16
CC(C)C(=O)Nc1ccc(C(=O)N/N=C/C2CC3C=CC2C3)cc1 (stereo not given)	1	-0.1	4	-4	15	6	0	22	-10
CCc1ccc2oc(=O)cc(CN3CCN(Cc4ccccc4)CC3)c2c1	8	-0.4	-7	-5	0	5	-4	3	-1
CNCCOc1ccccc1C(C)(C)C	11	0.7	-6	1	-2	-1	0	-1	5
O=C(NNS(=O)(=O)c1ccc([N+](=O)[O-])cc1)c1ccc([N+](=O)[O-])cc1	0	-0.5	-8	-10	5	-15	-15	-3	7
O=C(CCc1c[nH]c2ccccc12)NCc1ccco1	4	1.1	-1	-4	6	7	5	-10	22
CCC1Oc2ccccc2N(CC(=O)NCCCN2CCN(Cc3ccccc3)CC2)C1=O (stereo not given)	3	1.0	-4	6	-5	-6	-26	-14	-7
NC(=O)C1CCN(c2oc(/C=C/c3ccc(F)cc3)nc2S(=O)(=O)c2ccccc2)CC1	4	0.4	-1	-6	10	-26	-14	6	0
c1ccn(-c2ncnc3sc4c(c23)CCCC4)c1	4	0.2	-6	-31	3	-4	11	-5	12
O=S(=O)(NCC1CCN(S(=O)(=O)c2ccccc2)CC1)c1ccccc1	5	2.4	-1	-18	9	-4	-8	-24	27
COCCNC(=S)N1CCc2cc(OC)c(OC)cc2C1COc1ccc(F)cc1 (stereo not given)	4	1.8	-2	-2	5	16	0	0	8
OCC1OC(Nc2ccccc2C=NO)C(O)C1O (stereo not given)	1	0.1	3	-4	15	-3	/	-3	10
CSc1ccc(NC(=O)Nc2ccc(C(=O)NCC(=O)O)cc2)cc1	12	0.9	-2	-17	10	5	/	1	5
NC(=O)C1CC(=O)N(c2ccc(OCC(=O)Nc3ccccc3F)cc2)C1 (stereo not given)	13	0.5	-2	-8	4	-15	-1	-19	10
CCOc1cc(C2C(C(=O)c3ccco3)=C(O)C(=O)N2CCc2ccccc2)ccc1O (stereo not given)	15	0.0	-3	-21	7	-11	-3	-1	2
CCCOc1ccc(C(=O)N2CCN(Cc3ccc4c(c3)OCO4)CC2)cc1	-3	2.1	-9	-13	2	25	0	-9	17
Cc1ccccc1CS(=O)(=O)c1ncc(Cl)c(C(=O)Nc2ccc(F)cc2)n1	1	-0.3	1	12	4	12	26	21	-30
